# From PubChem
# CCT modulator: cytosolic chaperonin activity modulation | hit rate 0.3% among 360,000 | purified chaperonin ATPase assay, HTRF ADP detection, 30 min | activity change, % (concentration not given with the values), hits read low | AID 651819; in the data active = activity change below about -30%; note: % is set by controls: 0 for no effect and ±100 for the full control effect
#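 TRiC at 40 or 20 nM final (batch-dependent) in 30 mM Tris pH 7.4, 100 mM KCl, 5 mM MgCl2, 1 mM DTT, with compound at single 76 uM and 10 uM ATP, 30 min at 37 deg C. ADP detected by HTRF Transcreener, 665/615 ratio.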
# Abeta rescue: restores growth of yeast expressing A-beta42 peptide | yeast expressing A-beta42, growth rescue, OD600, 48 h; response scale: 0% DMSO, 100% iron-clioquinol control | Potency, µM (top dose mostly 46.1 µM), for the others: top-dose growth rescue, usual class: activators | hit rate 0.063% among 410,000 | AID 1347071; note: potency is the fitted concentration of half-maximal effect; nearly all actives have a fitted effect of over 55% in size
#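 Yeast A-beta toxicity model in growth medium with pinned compounds, 48 h at 30 C; growth read as absorbance at 600 nm. Normalized to FeCl3/clioquinol equimolar mix (positive) and DMSO (negative).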
# Nrf2 ARE act: Nrf2 pathway activation; AREc32 ARE-luciferase reporter (MCF7-derived line), luminescence, 24 h; Potency, µM (doses to about 46.1 µM), inactives show top-dose activation, usual class: activators; hit rate 0.31% among 410,000; note: potency is the fitted concentration of half-maximal effect; % of control where 0% means no effect; nearly all actives have a fitted effect of over 65% in size
#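 Nrf2 activation is followed as ARE-luciferase induction in the AREc32 line after one day of compound treatment; luminescence is read with Steady-Glo.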
# HepG2 viability: counter-screen for TGF-b inhibitors: cytotoxicity in HepG2 cells | AID 588856 | HepG2 CAGA-GFP viability, ATP luminescence, 18 h | Potency, µM (highest dose often 46.1 µM), inactives show top-dose activity change, negative = cytotoxicity, hits mostly cytotoxic | hit rate 0.76% among 410,000; note: potency is the fitted concentration of half-maximal effect; some results filed as inactive show a strong effect at the top dose
#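 CellTiter-Glo luminescence gave cytotoxicity after 18 hours at 37 degrees C. The cells were HepG2 CAGA-GFP in 1% FBS DMEM, stimulated with 500 pg/mL TGF-beta after compound addition. %Activity was normalised to no-cell wells (complete cell-killing) and DMSO (no toxicity), and curves were fitted and classified.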
# A549 tox: A549 cytotoxicity, counter-screen for Nrf2 inhibitors; hit rate 0.16% among 390,000; Potency, µM (highest dose often 46 µM), for inactives: at the top dose activity change, negative = cytotoxicity, actives largely listed as inhibitors; A549 ARE-Fluc cells, CellTiter-Fluor viability, 18-24 h; note: potency is the fitted concentration of half-maximal effect; % is set by controls: 0 for no effect and ±100 for the full control effect
#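 Cytotoxicity counterscreen: CellTiter-Fluor fluorescence was measured in A549 ARE_Fluc cells after 18-24 h of compound exposure in a concentration series. The subsequent BugLite luminescent read reports ARE-luciferase activity.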
# Nrf2 block: inhibitors of Nrf2 signaling. A549 ARE-Fluc reporter, luciferase luminescence, 18-24 h. Potency, µM (titrated, usually from 46 µM), for inactives: at the top dose activity change, negative = inhibition, actives largely listed as inhibitors. hit rate 2.1% among 360,000; note: potency is the fitted concentration of half-maximal effect; % is set by controls: 0 for no effect and ±100 for the full control effect; nearly all actives have a fitted effect of over 60% in size
#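 In this cell-based qHTS, ARE-driven firefly luciferase in A549 cells reports Nrf2 activity; the luminescent signal after BugLite lysis is the measured value, with a prior CellTiter-Fluor read for cell health.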
# TGFb inhibitor: inhibitors of TGF-b signaling. HepG2 CAGA-GFP TGF-b/SMAD3 reporter, GFP fluorescence, 18 h; TGF-beta stimulated, 500 pg/mL final. hit rate 1.2% among 410,000. Potency, µM (top dose mostly 46.1 µM), for inactives: at the top dose activity, negative = inhibition, hits mostly inhibitors; note: potency is the fitted concentration of half-maximal effect; % is set by controls: 0 for no effect and ±100 for the full control effect; nearly all actives have a fitted effect of over 65% in size
#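 HEPG2 CAGA-GFP reporter cells (1000/well, DMEM with 1% FBS) received compounds, then recombinant TGF-beta at 500 pg/mL final for 18 hours at 37 degrees C. Per-cell GFP summed per well was normalised to unstimulated and stimulated DMSO controls before curve fitting.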
# Mm-Cpn inhibitor: inhibitors of Methanococcus maripaludis chaperonin (MmCpn). purified Mm-Cpn ATPase, ADP Transcreener TR-FRET. Potency, µM (top dose mostly 76.9 µM), for the others: at the highest dose activity, negative = inhibition, usual class: inhibitors. hit rate 0.031% among 330,000; note: potency is the fitted concentration of half-maximal effect; % is set by controls: 0 for no effect and ±100 for the full control effect; nearly all actives have a fitted effect of over 80% in size
#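 Measured: ADP formation by purified Mm-CPN. Conditions: 25 nM protein, 10 uM ATP, Tris pH 7.4 with Mg2+, K+ and DTT, 37°C for 30 min. Detection: Transcreener HTRF after 30 min at room temperature.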
# Akt phos inh: Akt phosphorylation inhibition | activity change, % for hits at 50 µM | hit rate 0.32% among 360,000 | AID 651550 | Neuro2A IGF-stimulated pAkt S473 HTRF, 20 min; hits give low values; in the data active = activity change below about -80%; inconclusive = mostly about -51% to -80%; note: % is set by controls: 0 for no effect and ±100 for the full control effect
#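 Neuro2A cells in DMEM with 0.5% FBS, overnight at 37 deg C, given compound at single 50 µM final, then IGF (6 nM final) for 20 min at 37 deg C. Lysed; phospho-Akt Ser473 by HTRF after 24 h, 665/615 ratio.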
# * hit, by the source's call; i = inactive; ? = inconclusive; . = no result given. Unless noted, calls come from the whole dose curve; as a rule, active = well fitted curve in the direction sought with a large enough effect; inconclusive = small, poorly fitted or top-dose-only effect, or another doubt; inactive = no such curve, though single readings can be large; an effect the other way counts as inactive or inconclusive. Not a hit list; about 4.3% have a hit in one of these screens.
SMILES	A549 tox	Abeta rescue	CCT modulator	Nrf2 block	TGFb inhibitor	Akt phos inh	Mm-Cpn inhibitor	HepG2 viability	Nrf2 ARE act
Oc1oc(-c2ccccc2)nc1/C=N/c1nccs1	5%	-5%	2.0	13%	9%	i	2%	1%	?
Cc1nc2nc(CNC(=O)OC(C)(C)C)nn2c(C)c1CCC(=O)NCc1ccc(F)cc1	0%	2%	.	-4%	5%	.	.	-54%	-0.5%
Cc1ccc(CN2CCNC(=O)C2CC(=O)NCCCn2cccn2)o1 (stereo not drawn)	2%	5%	2.9	11%	7%	i	-2%	0%	0.2%
O=C(c1ccc(CS(=O)(=O)c2ccc(Br)cc2)o1)N1CCCCCC1	-7%	-7%	-1.1	-18%	-19%	i	0%	-15%	-1.3%
CCCCN(C(=O)CSc1nnnn1-c1ccccc1OC)C1CCS(=O)(=O)C1 (stereo not drawn)	3%	3%	-2.5	6%	6%	i	-3%	-23%	-0.5%
COc1ccccc1NCC(=O)N1CCN(S(=O)(=O)c2ccccc2)CC1	14%	-4%	3.6	0%	-4%	i	-1%	-6%	3.9%
O=C(CCn1c(=S)[nH]c2cc3c(cc2c1=O)OCO3)NCCc1ccccc1Cl	.	-5%	0.3	.	-14%	i	.	-20%	0.7%
Cc1nc2ccc([N+](=O)[O-])cc2c(=O)n1Cc1ccc([N+](=O)[O-])cc1	10%	13%	-5.6	6%	-5%	i	-5%	-3%	3.8%
O=C(Nc1ccc2c(c1)OCO2)c1cccs1	11%	0%	-4.8	?	-4%	i	.	-52%	4.6%
Cc1ccc(SC(C)C(=O)N2CCC(C(N)=O)CC2)cc1 (stereo not drawn)	1%	4%	-1.6	-23%	13%	i	3%	-4%	-0.7%
CCCC(=O)Nc1ccc(C(=O)NNC(=S)NC(=O)c2ccc(Br)o2)cc1	-14%	-17%	-6.3	?	-5%	i	-2%	-18%	0.2%
CCOC(=O)N1CCC(NC(=O)c2ccc3c(c2)N(C)CCS3)CC1	17%	-7%	1.5	0%	-29%	i	-4%	-2%	1.9%
COc1ccc2nc(/N=C/c3c(C)[nH]n(-c4ccc(C)cc4C)c3=O)sc2c1	2%	-7%	-0.6	3%	?	i	0%	-18%	6.2%
CCOC(=O)c1ccc(CNC(=O)CSc2nnnn2-c2ccc(Cl)cc2)o1	-4%	1%	-1.1	-6%	5%	i	0%	-2%	-0.5%
COC(=O)c1ccc(OC)cc1OCC(=O)N1CCN(c2ccc(F)cc2)CC1	-5%	-3%	-0.8	?	?	i	2%	-2%	0.0%
O=C1c2ccccc2NC(c2cccc(F)c2)N1Cc1ccccc1 (stereo not drawn)	-1%	25%	-0.4	?	-17%	i	0%	-49%	0.2%
COc1ccccc1S(=O)(=O)n1cc(Cc2ccccc2)c(N)n1	0%	-24%	-26	.	6%	i	-1%	-22%	0.0%
Cc1cc(NC(=O)CCSc2nc(-c3ccco3)cc(C(F)(F)F)n2)n(-c2ccccc2)n1	-1%	0%	-8.9	?	?	i	-1%	-15%	4.1%
COc1ccc(C(=O)Nc2cc(OC)cc3cccnc23)cc1	2%	-3%	-1.9	1%	17%	i	1%	-12%	9.0%
Cc1cccc(NS(=O)(=O)c2cc(C(=O)N3CCOCC3)ccc2Cl)c1	-12%	3%	-3.4	-18%	2%	i	-2%	-7%	0.4%
CCC(CO)Oc1cc(NC(=O)c2ccc(C)cc2)c2ncn(C(C)C)c2c1 (stereo not drawn)	-3%	7%	0.4	3%	-2%	i	-3%	-4%	2.7%
COc1ccc(CNC(=O)/C=C/C(=O)O)cc1	2%	7%	0.6	19%	-6%	i	1%	-3%	0.4%
Cc1ccccc1-c1cc2nc(NCCCN(C)C)n(C)c(=O)c2s1	.	4%	0.2	.	10%	i	.	-23%	8.7%
COc1ccc(OC)c(NC(=S)N2CCN(c3ccccn3)CC2)c1	-4%	6%	-0.2	-4%	-1%	i	0%	11%	0.7%
Cc1[nH]nc(-c2ccc(OCc3cnn(-c4ccccc4)c3)c(C)c2O)c1Oc1ccccc1	-4%	5%	-1.2	-29%	?	i	?	-73%	-0.1%
O=S1(=O)C2CC3C=CC2(O3)C(OCc2ccc(Cl)c(Cl)c2)C(Cc2ccccc2)N1Cc1ccc(Cl)c(Cl)c1 (stereo not drawn)	4%	.	.	-7%	-8%	.	.	-15%	.
CC(C)c1ccc(N=C2N=C(N)c3ccccc32)cc1	-27%	-4%	-4.6	9%	?	i	1%	-53%	8.5%
O=C1NC[C@@H](CCCCN2C[C@H](Cc3ccc(O)cc3)N(CCc3ccccc3)C(=O)C2=O)N(CCC2CCCCC2)C1=O	.	0%	0.4	.	.	i	.	.	0.7%
CCOC(=O)c1cnn(-c2cc(C)cc(C)c2)c1N	2%	17%	1.1	11%	4%	i	0%	1%	-0.3%
COc1ccc(C(=O)C2CCCN(Cc3cccn3-c3ccccn3)C2)c(C)c1 (stereo not drawn)	-10%	-10%	0.9	-16%	?	i	-8%	-28%	3.6%
Cc1cccc(N(CC(=O)NC(C)(C)C)C(=O)CCC(=O)Nc2ccccn2)c1	0%	1%	1.0	-2%	9%	i	-2%	-7%	0.2%
CC(CNC(=O)C(=O)NC(C)CCc1ccccc1)Cc1ccccc1 (stereo not drawn)	2%	11%	3.2	1%	10%	i	2%	3%	0.3%
CNc1cnn(-c2ccc(C)cc2)c(=O)c1Cl	1%	19%	-0.3	?	8%	i	1%	-2%	0.5%
COc1ccc2c(c1)C(=O)CC(c1ccccc1)O2 (stereo not drawn)	0%	-16%	0.3	?	-3%	i	.	-6%	?
Cc1ccc(CN2CCN(Cc3ccc4cc(F)ccc4n3)CC2CCO)o1 (stereo not drawn)	1%	7%	-1.3	1%	-6%	i	-1%	-10%	-0.5%
Cc1cccc(NC(=O)COc2ccc3c(c2)CCC3)n1	4%	17%	-8.9	?	-2%	i	-6%	23%	3.9%
CC(C)Oc1ccc(F)cc1-c1cc(C(=O)NCc2cc(C(F)(F)F)cc(C(F)(F)F)c2)[nH]n1	.	-8%	0.7	.	11µM*	i	.	-34%	-1.1%
CCC(C)NC(=O)Cn1c(=O)n(-c2ccc(Cl)cc2)c(=O)c2c3c(sc21)CCCC3 (stereo not drawn)	-4%	3%	.	15%	-13%	.	.	5%	-0.3%
CCCn1c(=O)n(C)c(=O)c2c(SCc3cc(C(C)=O)ccc3OCC)nc(C3CC3)nc21	-3%	-4%	-1.6	13%	4%	i	.	-10%	-0.3%
COc1ccc(C(=O)/C=C/c2cn(CC(O)CN(CC(C)C)CC(C)C)c3ccccc23)cc1 (stereo not drawn)	-20%	-15%	.	-16%	-6%	.	.	-19%	-0.7%

# The last 2 compounds of the section above are carried over, then new ones follow:
SMILES	A549 tox	Abeta rescue	CCT modulator	Nrf2 block	TGFb inhibitor	Akt phos inh	Mm-Cpn inhibitor	HepG2 viability	Nrf2 ARE act
CCCn1c(=O)n(C)c(=O)c2c(SCc3cc(C(C)=O)ccc3OCC)nc(C3CC3)nc21	-3%	-4%	-1.6	13%	4%	i	.	-10%	-0.3%
COc1ccc(C(=O)/C=C/c2cn(CC(O)CN(CC(C)C)CC(C)C)c3ccccc23)cc1 (stereo not drawn)	-20%	-15%	.	-16%	-6%	.	.	-19%	-0.7%
COc1ccc(OC)c(S(=O)(=O)N2CCC(C(=O)N3CCOCC3)CC2)c1	-4%	-1%	0.3	2%	-1%	i	0%	-10%	-0.4%
CC(=O)Nc1ccc(S(=O)(=O)NCCC(=O)OCc2ccccc2F)cc1	6%	5%	-5.7	6%	20%	i	-1%	9%	-0.1%
NC(=O)NCCCC(=O)O	2%	-10%	0.8	11%	-12%	i	-1%	-27%	0.3%
O=C(COc1ccc(Cl)cc1)N1CCN(S(=O)(=O)c2ccccc2)CC1	0%	-5%	5.2	?	?	i	1%	-4%	0.3%
COc1ccc(N2CC(NC(=O)c3ccc(OC(C)C)cc3)CC2=O)cc1 (stereo not drawn)	4%	-4%	.	.	1%	.	.	-10%	-0.3%
CCC(CO)Oc1cc(NC(=O)c2cccc(F)c2)c2ncn(C(C)C)c2c1 (stereo not drawn)	-6%	-4%	-2.2	-10%	0%	i	-4%	-17%	-0.9%

# Some entries already given, reduced to CCT modulator and Akt phos inh.
canonical_smiles	CCT modulator	Akt phos inh
Cc1ccccc1-c1cc2nc(NCCCN(C)C)n(C)c(=O)c2s1	0.2	i
COc1ccc(C(=O)Nc2cc(OC)cc3cccnc23)cc1	-1.9	i
Cc1cc(NC(=O)CCSc2nc(-c3ccco3)cc(C(F)(F)F)n2)n(-c2ccccc2)n1	-8.9	i
COC(=O)c1ccc(OC)cc1OCC(=O)N1CCN(c2ccc(F)cc2)CC1	-0.8	i
Cc1ccc(SC(C)C(=O)N2CCC(C(N)=O)CC2)cc1 (stereo not drawn)	-1.6	i
CCC(CO)Oc1cc(NC(=O)c2cccc(F)c2)c2ncn(C(C)C)c2c1 (stereo not drawn)	-2.2	i
